Source: PubChem
phage Ecoli inh – growth loss of phage-infected E. coli, primary screen, RecBCD inhibitor project, absorbance, with phage, HTS; AID 651602, 2012; inhibition, % at 11.9 µM; 360,000 compounds, 0.26% hits; in the data active = inhibition above about 11%
PfHsp90 yeast 2 – growth inhibition of PfHsp90-expressing yeast, primary screen, antimalarial PfHsp90 inhibitor project, S. cerevisiae, BacTiter-Glo luminescence, single point, set 2; BacTiter-Glo ATP, 48 h; yeast lacking PDR1 and PDR3 efflux regulators; inhibition, % at 9.4 µM; 310,000 compounds, 0.32% hits;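 active = every replicate shows inhibition above about 80%, whatever the replicate mean, limit read from the data; inconclusive = mean inhibition reaches the set limit but some replicate falls short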;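 note: 0% = DMSO neutral controls and 100% = 20 µM radicicol positive controls; yeast relying on Plasmodium falciparum Hsp90 in place of its own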
Tat transport – E. coli Tat export inhibitors, primary screen, MC4100, TorA-mCherry reporter, fluorescence, single point. inhibition, % at 10 µM. 340,000 compounds, 0.036% hits;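 active = mean replicate inhibition at least 50% and at least half of replicates individually reaching 50%; inconclusive = only one of the two criteria met; inactive = neither criterion met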;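 note: exported cargo escapes ClpAP degradation while cytoplasmic cargo is degraded and loses fluorescence; 0% = median of neutral control wells and 100% = median of NaSCN control wells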
Arr AP2 block – inhibitors of beta-arrestin/AP2 binding, primary screen, biochemical, GPCR trafficking, flow cytometry; FITC-arrestin peptide / GST-AP2 beads; AP2 beta2 appendage carries R879A mutation; inhibition, % at 10 µM; 340,000 compounds, 0.31% hits;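 active = inhibition above a set limit, near 3 SD of compounds lacking own fluorescence, cut at about 54% in these data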;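 note: plate controls were DMSO wells for no effect and 5 µM unlabelled arrestin peptide for full effect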
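Test system: GST-tagged AP2 beta2-adaptin appendage (R879A) on 4 µm glutathione beads; also added: fluorescein-tagged arrestin peptide at 50 nM final; timing: 12 min plus 1 h, RT; signal: flow cytometry, FL1 (488/535 nm); read-out: percent drop in bead-associated FITC signal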
Mot1-301 SUMO – yeast Mot1-301 growth rescue at high temperature, primary screen, SUMOylation pathway inhibitor project, S. cerevisiae, ATP luminescence, 38.5C; S. cerevisiae Mot1-301 growth rescue; percent above DMSO median, 100 means doubled; growth rescue, % at 18.8 µM; 320,000 compounds, 1% hits;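 active = every valid replicate shows activation above 250% relative to neutral control wells; inactive = the rest, any valid replicate at or below 250%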;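 note: OY570 slx delta 5 strain wells were the positive control but not used for scaling; some compounds called inactive have numbers as strong as hits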
Pemphigus Ab inh – inhibitors of pemphigus antibody binding to DSG3, primary screen, biochemical, bead-based, flow cytometry, scFv-GFP; DSG3-coupled beads, scFv-anti-DSG3-GFP binding; hits give low values; Desmoglein-3 (Homo sapiens), P32926; AID 588358, 2011; 310,000 compounds, 0.48% hits; binding (percent of control), % at 10 µM;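 active = binding more than 3 SD below its plate's average and above zero; inconclusive = below that plate limit but binding exactly zero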;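 note: hits lower antibody fragment binding to DSG3; some compounds called inactive have numbers as strong as hits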
AddAB inh – growth inhibition of E. coli expressing H. pylori AddAB, primary screen, AddAB inhibitor project, absorbance; inhibition, % at 11.9 µM; 330,000 compounds, 0.29% hits; AID 435030, 2010; in the data active = inhibition above about 12%;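 note: 0% = vehicle wells of infected cells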
Ecoli viability – E. coli V3065 growth inhibition, primary screen, counter-screen for AddAB inhibitor project, absorbance, OD600 | 18 h | inhibition, % at 11.9 µM | 330,000 compounds, 0.27% hits;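 active = inhibition above the campaign's mean inhibition across all tested compounds plus 3 SD, cut at about 9.9% in these data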;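 note: uninfected addAB+ strain grown without phage in ampicillin broth; 0% = DMSO wells and 100% = ciprofloxacin 0.95 µg/ml wells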
PKA-R1A activ – activators of PKA-R1A holoenzyme, primary screen, biochemical, fluorescence polarization, Cy5-IP20, bovine R1A, mouse PKAc; PKA-R1A dissociation; scaled: DMSO 0%, 113 µM cGMP 100%; activation, % at 11.4 µM; 340,000 compounds, 0.083% hits; cAMP-dependent protein kinase type I-alpha regulatory subunit (Bos taurus) + …;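 active = percent activation above the mean of all tested compounds plus 3 SD, cut at about 19% in these data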;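 note: higher means more PKAc released from R1A so a rise in polarization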
MOR-DOR ag – agonists of OPRM1-OPRD1 heterodimerization, primary screen, cell-based, luminescence | Mu-type opioid receptor (Homo sapiens) + Delta-type opioid receptor (Homo sapiens), … | cells | 340,000 compounds, 0.3% hits | AID 504326, 2011 | activation, % at 9.3 µM; in the data active = activation above about 18%;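 note: 0% = vehicle-treated cells and 100% = reference agonist; values of inactives mirror those of a sister screen read the other way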
Target sequence (P35372 whole entry, looked up): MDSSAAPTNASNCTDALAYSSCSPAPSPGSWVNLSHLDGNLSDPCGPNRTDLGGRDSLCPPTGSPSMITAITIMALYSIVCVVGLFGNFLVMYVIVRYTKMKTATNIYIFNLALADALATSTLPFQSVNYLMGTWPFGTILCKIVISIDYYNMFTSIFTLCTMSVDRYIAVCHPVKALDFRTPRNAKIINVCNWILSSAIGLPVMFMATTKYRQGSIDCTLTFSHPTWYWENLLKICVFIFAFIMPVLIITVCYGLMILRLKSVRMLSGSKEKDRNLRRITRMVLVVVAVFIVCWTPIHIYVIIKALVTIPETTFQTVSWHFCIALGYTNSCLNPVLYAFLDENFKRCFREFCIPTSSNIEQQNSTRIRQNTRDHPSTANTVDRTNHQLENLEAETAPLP
Target sequence (P41143 whole entry, looked up): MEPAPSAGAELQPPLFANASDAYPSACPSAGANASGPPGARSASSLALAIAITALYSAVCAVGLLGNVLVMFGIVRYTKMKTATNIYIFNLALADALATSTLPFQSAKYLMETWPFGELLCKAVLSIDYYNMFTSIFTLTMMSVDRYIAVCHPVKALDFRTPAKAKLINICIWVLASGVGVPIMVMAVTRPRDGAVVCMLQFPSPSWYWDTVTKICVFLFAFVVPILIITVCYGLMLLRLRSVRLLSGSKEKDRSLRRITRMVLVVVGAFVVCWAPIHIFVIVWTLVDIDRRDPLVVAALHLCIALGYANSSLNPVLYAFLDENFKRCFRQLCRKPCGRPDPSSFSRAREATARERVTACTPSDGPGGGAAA
OPRM1-OPRD1 inv – inverse agonists of MOR-DOR heterodimerization, primary screen, cell-based, luminescence | Mu-type opioid receptor (Homo sapiens) + Delta-type opioid receptor (Homo sapiens), … | cell-based MOR-DOR heterodimer luminescence, inverse agonism | inhibition, % at 9.3 µM | 340,000 compounds, 0.21% hits | AID 504357, 2011; in the data active = inhibition above about 22%, passing the limit was not always enough;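 note: 0% = cells with DMSO and 100% = wells without cells with DMSO; values of inactives mirror those of a sister screen read the other way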
Numbers without * were called inactive; ? = inconclusive; nt = no result given.

SMILES	phage Ecoli inh	PfHsp90 yeast 2	Tat transport	Arr AP2 block	Mot1-301 SUMO	Pemphigus Ab inh	AddAB inh	Ecoli viability	PKA-R1A activ	MOR-DOR ag	OPRM1-OPRD1 inv
O=C(CC1C[C@H](C(=O)N2CCCCC2)[C@@]2(CCc3ccccc3)c3[nH]c4ccccc4c3CCN2C1=O)NCc1ccco1 (some centres undefined)	2.3	-5	2	-7	61	121	-0.2	-1.6	-14	-5.4	25
CCC(=O)N1N=C(c2ccc(NS(C)(=O)=O)cc2)CC1c1ccc(N(C)C)cc1 (centres undefined)	3.7	-8	5	2	-14	94	0.0	-1.3	-3	-2.7	14
O=C(O)c1ccc(-n2nncc2-c2ccccc2)cc1	1.0	-10	-7	-3	6	101	0.8	-0.9	1	-1.6	10
Cc1ccc2nc(N3CCN(C(=O)c4ccc(F)cc4)CC3)c(C#N)cc2c1	-0.3	-7	-1	-11	-7	97	2.3	-4.0	0	0.2	-1
CCOc1ccc(Nc2cc(C)c3ccccc3n2)cc1	0.7	-15	13	-2	23	98	0.9	3.4	0	8.0	-38
CCCCNC(=S)Nc1cc(S(=O)(=O)N2CCCCC2)ccc1C	4.4	-84	5	-5	-11	104	0.8	0.7	3	-1.4	8
CCOc1cccc2cc(C(N)=O)c(=NCc3ccccc3)oc12	3.0	-16	-1	3	-2	89	1.5	-0.2	5	3.8	-21
NC(=O)CN1C(=O)C2CCCCN2C(=O)c2ccccc21 (centres undefined)	2.4	-1	-6	-1	201	65	2.3	3.1	-4	-0.5	3
CC(=O)NC(Cc1cc(C)ccc1C)C(=O)N1CCN(C(=O)c2ccc([N+](=O)[O-])cc2)CC1 (centres undefined)	2.1	7	1	8	8	103	3.3	0.0	10	-3.8	18
Clc1cccc(Cl)c1/C=N\Nc1nccs1	-0.6	-26	-4	2	-6	104	-1.3	-1.5	-5	0.9	-5
Cc1ccc(C(=O)NCc2ccc(Cl)cc2)o1	5.6	-13	-11	19	18	nt	8.1	2.9	7	-1.4	9
Cn1c(/C=C/c2ccc(Br)cc2)nc2ccccc2c1=O	3.6	-6	-5	19	5	103	-2.5	0.9	4	0.6	-3
O=C(/C=C/c1ccc(Cl)cc1)Nc1nccs1	3.7	-10	6	-28	nt	100	nt	nt	-5	6.2	-34
Oc1ccccc1C1CCCCC1c1ccccc1 (centres undefined)	2.3	-21	4	-15	2	96	-0.2	-1.7	-10	3.9	-19
C=CCn1c(/N=C/c2ccc(OC)cc2)nc2ccccc21	nt	4	3	-9	-29	90	4.2	1.0	2	-1.1	6
COc1ccc(OCC(=O)Nc2ccc(OC)c(S(=O)(=O)N3CCCCC3)c2)cc1	0.4	-15	6	-2	-2	101	0.1	-0.3	4	-0.7	4
O=C(Nc1ccccc1)c1ccc2nc(-c3ccco3)c(-c3ccco3)nc2c1	1.6	nt	-3	25	-16	94	0.2	-1.0	-4	5.3	-30
CC(C)NCc1cccc([N+](=O)[O-])c1	2.6	24	-9	32	4	96	0.5	-2.1	-3	-1.1	6
COC(=O)C1=C[C@@H](C(=O)OC)[C@@H]2C3=C(C(=O)C2(C)C)[C@H](C)n2c(=O)n(-c4ccccc4)c(=O)n2[C@@H]3C1	1.9	-2	10	7	-3	102	1.6	-2.2	-3	1.0	-6
CN(C)S(=O)(=O)c1ccc(NC(=O)CSc2n[nH]c(=O)n2C2CC2)cc1	3.5	-19	-1	0	3	95	0.8	0.3	-2	-2.9	14
Cc1ccc(-c2nn(CCC#N)cc2C=C(C#N)C#N)cc1	4.6	-2	-4	17	-6	95	0.1	3.2	-5	-1.1	6
CCOc1ccc(CCNS(=O)(=O)c2c(C)nc3scc(C)n3c2=O)cc1OCC	2.0	12	4	1	-5	nt	3.9	3.5	-7	-0.6	3
CN1C(=O)C(C(=O)Nc2ccccc2F)c2ccccc21 (centres undefined)	3.6	10	2	1	-2	94	-0.3	-0.3	-1	-2.3	14
O=C(CN1C(=O)NC2(CCCC2)C1=O)N1CCN(c2ccccc2O)CC1	3.7	-10	-5	35	15	100	1.6	-0.2	-5	1.1	-7
CCOC(=O)CSc1nc2ccccc2c(=O)n1-c1ccc(C(=O)NCCOC)cc1	3.9	nt	3	-1	-3	102	0.6	-0.5	-7	-2.9	13
Cc1cccc(Oc2ccccc2NC(=O)C2=COCCO2)c1	1.2	-34	4	12	8	102	1.4	-0.2	3	5.1	-27
O=C(OCC(O)CN1CCCCC1)C12CC3CC(CC(C3)C1)C2 (centres undefined)	0.5	-6	-2	15	91	102	1.2	-1.5	1	-0.7	4
CCOC(=O)C1CCCN(c2c(NCCCN(CC)c3cccc(C)c3)c(=O)c2=O)C1 (centres undefined)	1.1	-25	-6	-10	-15	106	-0.9	-0.5	-5	-2.7	12
O=C(OCC(=O)c1ccc(Cl)cc1Cl)c1cnccn1	0.8	3	0	0	15	nt	4.9	1.3	-4	-5.4	40*
COc1ccc(C2C(C(C)=O)=C(O)C(=O)N2c2ccc(F)cc2)cc1 (centres undefined)	1.3	-6	-1	11	-1	105	-0.9	1.2	0	-2.8	13
COc1ccc(-c2nc(CS(=O)CC(=O)NCc3ccccn3)c(C)o2)cc1 (centres undefined)	nt	-9	-14	5	-16	17*	-1.0	0.2	-16	-1.4	8
COc1ccccc1N1CCN(c2cc(=O)n(-c3ccc(Cl)cc3)c(=O)[nH]2)CC1	3.6	10	-3	0	-3	90	0.0	-1.0	3	-0.3	2
O=S(=O)(c1ccc(F)cc1F)N1CCN(CCO)CC1	3.9	26	6	-3	nt	92	nt	nt	-3	-1.2	5
COC(=O)NCCOC(=O)N(O)c1ccc(Br)cc1	2.3	-16	-8	-11	-14	96	2.8	0.0	4	-1.8	9
O=C(COc1ccc2c(c1)OCO2)NC12CC3CC(CC(C3)C1)C2	3.0	9	6	30	288	101	-0.3	-1.8	-4	6.4	-34
Cc1c(CCC(=O)N2CCC(C(=O)O)CC2)c(=O)oc2cc3oc4c(c3cc12)CCCC4	1.1	nt	-4	17	8	98	3.2	-0.8	8	0.3	-2
Cc1ccc(/C=C/C(=O)N2CCN(c3ncccn3)CC2)o1	3.4	5	6	2	-14	120	2.5	-1.0	-4	-0.3	2
Cc1nc2ccc(NC(=O)N3CCCCC3)cc2s1	2.0	nt	-4	22	-12	89	1.9	0.2	-2	-2.6	13
CCOc1cc(/C=N/n2cnnc2)c(Br)cc1O	1.0	-58	-7	3	4	106	1.2	-2.0	-8	0.6	-4
O=C(c1ccc(COc2ccc(F)cc2)o1)n1cc(Br)cn1	-1.7	nt	-8	1	31	102	3.4	-1.3	-7	-0.4	2
COc1ccc(C)cc1NC(=O)CSc1nc(SC)ns1	1.9	8	-2	-9	1	105	1.4	2.0	-10	-0.7	3
COc1ccc(CC(=O)c2ccc(OC)c(OC)c2)cc1	0.7	-42	-2	20	-11	100	-1.4	-0.3	6	1.4	-7
Cc1ccc(OCC(=O)c2cc(C)n(C3CC3)c2C)c([N+](=O)[O-])n1	0.7	-7	3	1	-10	103	0.6	0.9	-14	-3.2	17
CCOc1ccccc1NC(=O)c1ccccc1NC(=O)c1ccco1	1.3	-30	2	-6	115	134	2.6	-1.6	10	1.3	-7
Cc1cc(OCC(=O)NCCN2CCOCC2)cc(C)c1Cl	1.0	8	4	5	-21	108	1.4	-2.3	-9	-1.4	9
Cc1[nH]c(=O)[nH]c(=O)c1S(=O)(=O)Nc1cccc(C(F)(F)F)c1	2.7	-22	-9	3	369	101	nt	nt	2	-1.6	8
COCc1cc(=O)[nH]c(SCC(=O)Nc2ccccc2)n1	1.6	14	-2	5	-11	99	0.9	-0.8	13	-2.7	14
O=C(c1cc(=O)[nH]c2ccccc12)N1CCN(S(=O)(=O)c2ccc3ccccc3c2)CC1	3.1	-11	4	-1	17	95	-0.5	-1.2	5	-1.0	6
Cn1c(Cc2ccccc2)nnc1SCc1ccc(C(=O)O)cc1	2.3	19	-7	nt	6	107	5.3	-2.0	-1	-0.4	2
CCOc1cccc(OCCOc2ccccc2[N+](=O)[O-])c1	3.8	-31	-13	-14	-7	100	4.0	1.5	-8	0.3	-1
O=C(COC(=O)c1ccccc1Cl)NCc1ccco1	1.8	9	-13	19	10	110	0.3	0.0	-3	-2.6	11
COc1ccc(C(C#N)(CCC#N)CCC#N)cc1OC	1.7	13	-14	7	-4	109	1.2	-1.0	-1	-0.8	3
Cc1ccc(S(=O)(=O)NCC(=O)N2CCN(S(=O)(=O)c3ccc(Cl)cc3)CC2)cc1C	4.8	5	4	1	-13	102	0.5	-0.9	-9	1.0	-5
Cc1ccc(NC(=O)c2cc(NC(=O)C3CC=CCC3C(=O)O)ccc2N2CCOCC2)cc1Cl (centres undefined)	1.2	6	6	1	nt	103	2.6	0.2	7	-2.1	11
CC(=O)Nc1ccc(NC(=O)[C@@H]2CCCC[C@@H]2C(=O)O)cc1	2.3	-12	-6	10	5	99	-0.2	-4.0	-7	-2.5	14
CC(C)c1ccc(NC(=O)CSc2nc3ncccc3[nH]2)cc1	8.4	2	18	-6	2	108	2.7	3.0	6	-2.3	12
COC(C[C@H]1O[C@H]1C(=O)COCc1ccccc1)OC	2.5	11	-1	1	nt	101	nt	nt	3	-1.6	9
Cc1cc(C)cc(N=c2c([N+](=O)[O-])nn(-c3ccc4c(c3)OCCO4)n2O)c1	1.7	9	-1	-17	7	88	0.3	-0.6	-1	8.7	-45
COc1ccc(/C=C/C(=O)OCc2cc(=O)n3c(n2)sc2ccccc23)cc1	3.1	-9	?	2	-16	127	4.1	2.1	-2	-1.5	8
COC(=O)c1cccc(-n2sc3ccccc3c2=O)c1	-0.5	21	-14	11	0	38*	3.0	1.6	-13	0.1	0
